Bioassay records as filed in PubChem.
SRC3 inh = SRC3 coactivator transcriptional activity inhibitors, primary screen, cell-based, luminescence; HEK293 GAL4-SRC3 luciferase reporter; inhibition, % at 3.6 µM; 360,000 tested, 0.17% active; AID 588352, 2011;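 active = inhibition above a per-campaign cutoff, the mean of all compounds plus 3 SD, cut at about 60% in these data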;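 also: 0% = DMSO-treated cells and 100% = gossypol-treated cells at 36 µM; higher means less SRC3-driven luciferase light from the GAL4 reporter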
LMP1 NFkB inh = EBV LMP1-driven NF-kappaB luciferase reporter inhibitors, primary screen, cell-based, luminescence, single point. inhibition, % at 12.5 µM. LMP1-induced NF-kappaB luciferase reporter cells. 350,000 tested, 0.69% active; in the data active = inhibition above about 41%; inconclusive = no clear call, values can overlap the other calls;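 also: 0% = neutral control wells and 100% = reference inhibitor control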
TROY signal inh = inhibitors of TROY-driven NF-kB signaling, primary screen, Q293 LMP1-TROYcd cells, NF-kB luciferase, uHTS. Q293 LMP1-TROYcd NF-kB luciferase reporter, 4 h. inhibition, % at 10 µM. 360,000 tested, 0.98% active;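 active = compounds whose plate-normalised and pattern-corrected inhibition of the luciferase reporter signal at the single screening dose is 50% or more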
TWEAK Fn14 block = inhibitors of TWEAK-Fn14 signaling, primary screen, luciferase reporter cells, uHTS | TWEAK-stimulated Fn14 reporter cells, luciferase luminescence, 8 h | inhibition, % at 10 µM | 360,000 tested, 2% active; in the data active = inhibition above about 50%
CF NFkB block = inhibitors of PAF-induced NF-kB signaling, primary screen, cell-based, GFP fluorescence, uHTS; KKLEB NF-kB-GFP reporter, GFP fluorescence overnight; inhibition, % at 5 µM; 360,000 tested, 0.86% active; AID 588850, 2011;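 active = at least 50% inhibition at 5 µM, scaled per plate between neutral and stimulator controls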;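 also: PAF is a Pseudomonas aeruginosa culture filtrate used as stimulus; plate controls were PAF-stimulated DMSO wells for no effect and unstimulated DMSO wells for full effect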
Shn3 3UTR inh = reduction of Shn3 3'UTR firefly luciferase signal, primary screen, Schnurri-3 inhibitor project, cell-based, Clone20 osteoblasts, set 2. Clone20 osteoblast Shn3 3'UTR firefly luciferase, 24 h. inhibition, % at 12.5 µM. 360,000 tested, 0.52% active;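 active = mean inhibition of at least 75% with every replicate also reaching 75%; inconclusive = mean inhibition at least 75% but some replicate below; inactive = mean inhibition below 75%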;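 also: 0% = median of neutral control wells and 100% = pilot-screen positive control compound; some compounds past the cut are filed as inactive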
NR2F2 inh = NR2F2 transcriptional activity inhibitors, primary screen, cell-based, luciferase reporter, HEK293T, luminescence. HEK293T NGFI-A luciferase reporter. inhibition, % at 8.6 µM. 370,000 tested, 0.7% active;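 active = inhibition above a per-plate cutoff, mean inhibition of test wells between control levels plus 3 SD, cut at about 38% in these data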;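 also: cells cotransfected with COUP-TFII expression vector driving the NGFI-A reporter; 0% = median of COUP-TF2 test wells and 100% = reporter-only cells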
Target sequence (P24468 whole entry, looked up): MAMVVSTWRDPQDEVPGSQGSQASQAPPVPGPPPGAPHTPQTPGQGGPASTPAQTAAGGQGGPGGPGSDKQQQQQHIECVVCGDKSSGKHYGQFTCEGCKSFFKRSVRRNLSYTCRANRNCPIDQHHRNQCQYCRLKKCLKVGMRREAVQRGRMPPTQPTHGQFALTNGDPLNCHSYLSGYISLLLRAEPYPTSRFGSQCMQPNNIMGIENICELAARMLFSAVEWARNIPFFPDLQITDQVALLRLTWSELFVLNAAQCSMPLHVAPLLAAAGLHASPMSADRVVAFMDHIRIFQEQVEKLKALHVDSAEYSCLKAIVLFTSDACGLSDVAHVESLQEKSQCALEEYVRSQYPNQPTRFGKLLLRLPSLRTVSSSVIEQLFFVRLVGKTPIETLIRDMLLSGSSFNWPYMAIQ
LRH-1 inv ag = LRH-1 (NR5A2) inverse agonists, primary screen, cell-based, luminescence, HEK293T, StAR-luciferase reporter; Nuclear receptor subfamily 5 group A member 2 (Homo sapiens), O00482; LRH-1 transfected, 24 h; inhibition, % at 3.6 µM; 360,000 tested, 0.13% active;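 active = inhibition above the mean inhibition of all tested compounds plus 3 SD, cut at about 73% in these data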;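 also: 0% = DMSO wells and 100% = reporter-only cells lacking LRH-1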
Target sequence (O00482 whole entry, looked up): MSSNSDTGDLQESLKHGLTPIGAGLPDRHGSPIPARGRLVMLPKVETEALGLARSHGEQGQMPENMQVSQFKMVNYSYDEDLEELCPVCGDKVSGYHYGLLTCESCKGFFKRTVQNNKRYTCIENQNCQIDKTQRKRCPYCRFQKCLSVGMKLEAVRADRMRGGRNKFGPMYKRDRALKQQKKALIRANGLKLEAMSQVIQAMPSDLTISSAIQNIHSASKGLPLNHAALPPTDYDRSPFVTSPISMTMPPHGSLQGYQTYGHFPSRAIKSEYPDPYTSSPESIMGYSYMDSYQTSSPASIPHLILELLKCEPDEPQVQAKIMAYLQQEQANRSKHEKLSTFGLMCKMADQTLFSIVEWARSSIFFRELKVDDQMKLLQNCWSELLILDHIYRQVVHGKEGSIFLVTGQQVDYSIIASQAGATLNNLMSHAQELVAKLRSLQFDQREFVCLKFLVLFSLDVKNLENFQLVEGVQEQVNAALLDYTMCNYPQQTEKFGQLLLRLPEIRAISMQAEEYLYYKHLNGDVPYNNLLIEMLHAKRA
NCOA1 inh = SRC1 coactivator transcriptional activity inhibitors, primary screen, cell-based, luminescence | HEK293 GAL4-SRC1 luciferase reporter | inhibition, % at 3.6 µM | 360,000 tested, 0.12% active | AID 588354, 2011;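 active = inhibition above the campaign mean plus 3 SD, with each screening campaign given its own cutoff, cut at about 60% in these data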;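 also: 0% = DMSO treated cells and 100% = gossypol at 36 µM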
KKLEB cytotox = cytotoxicity in KKLEB CF airway cells, primary screen, cytotoxicity control for CF NF-kB inhibitor project, cell-based, uHTS, fluorescence assay plates; KKLEB CF airway cells viability, ATPlite luminescence, overnight; active compounds read low; cells stimulated with P. aeruginosa culture filtrate; activity change (cytotoxicity), % at 5 µM; 360,000 tested, 0.36% active;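 active = corrected activity change at or below -50% at 5 µM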
C8 TRAIL sens = viability loss with TRAIL in NB7+C8 cells, primary screen, TRAIL sensitizer project, cell-based, ATPlite luminescence | inhibition (viability loss, TRAIL sensitization), % at 10 µM | 360,000 tested, 1% active | AID 624354, 2012;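 active = compounds causing at least 50% loss of cell viability in the single-dose screen, relative to plate controls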
Active calls of the source: *; ? = inconclusive; . = no result given.

SMILES | SRC3 inh | LMP1 NFkB inh | TROY signal inh | TWEAK Fn14 block | CF NFkB block | Shn3 3UTR inh | NR2F2 inh | LRH-1 inv ag | NCOA1 inh | KKLEB cytotox | C8 TRAIL sens
COc1ccc(CCNC(=O)c2csc3c2CCCC3)cc1OC | -3 | 12 | -4 | 5 | 12 | 1 | -6 | -19 | -19 | 2 | -4
C#Cc1cccc(C(=O)N2CCCC(C(=O)c3ccc(OC)cc3C)C2)c1 (stereo not drawn) | -14 | -4 | -28 | 1 | -2 | 0 | 8 | -10 | -9 | -9 | 13
CCC(C)(C)n1nnnc1C(c1cc2cccc(C)c2[nH]c1=O)N1CCCC1 (stereo not drawn) | 7 | 5 | -7 | 12 | 14 | 0 | 5 | -12 | -8 | -4 | -1
CC(=O)c1cccc(NC(=O)COC(=O)CCC(=O)c2cccs2)c1 | 0 | -1 | -7 | -8 | 18 | 3 | 6 | 8 | -17 | -5 | -1
CCCn1c(SCC(=O)NCc2ccccc2Cl)n[nH]c1=O | 2 | 1 | 1 | 5 | 0 | -18 | 5 | -15 | -5 | 5 | -3
CCN(CC(=O)NCc1cccs1)C(=O)c1ccc(S(=O)(=O)Nc2ccccc2C)cc1 | 15 | -8 | 7 | 5 | 3 | 11 | 6 | 13 | -15 | -3 | 0
CC(C)(C)C(=O)/C(=C/c1ccc(Cl)cc1)n1cncn1 | 73* | -6 | 20 | 77* | 48 | ? | 31 | 65 | 50 | -23 | 7
COCCCNc1nc2c(c(=O)n(Cc3ccc(Cl)cc3)c(=O)n2C)n1C | -5 | 4 | 10 | 1 | -4 | 20 | 10 | 0 | 4 | -5 | -9
O=C(COc1ccccc1F)NC1CC1 | -9 | 1 | 6 | 26 | -4 | -1 | -6 | -2 | 0 | -3 | 15
CCS(=O)(=O)N1CCC(C(=O)Oc2ccccc2Br)CC1 | 9 | 2 | 14 | 21 | 1 | 7 | 4 | -4 | -28 | -2 | -14
COc1ccc(C#Cc2cnc3c(c2)C(=O)N([C@H](C)CO)C[C@@H](C)[C@H](CN(C)C(=O)CN(C)C)O3)cc1 | -16 | -2 | -9 | -6 | 10 | 7 | -2 | -10 | 0 | -9 | -12
CC(C)(c1ccc(O)c([N+](=O)[O-])c1)c1ccc(O)c([N+](=O)[O-])c1 | -9 | 2 | 15 | -16 | -3 | 2 | 2 | -1 | 2 | 4 | 2
O=C(Nc1ccccc1Sc1ccccc1)C1CCCO1 (stereo not drawn) | 21 | -11 | 11 | 12 | 10 | 12 | 10 | -8 | 5 | -16 | 3
COc1ccccc1C1CC(=O)Oc2ccc(C(C)(C)C)cc21 (stereo not drawn) | 1 | -1 | 14 | -7 | 21 | 12 | 5 | -1 | 5 | -3 | 16
COc1cccc(-c2nc(CS(=O)CC(=O)O)c(C)o2)c1 (stereo not drawn) | 2 | -7 | -3 | -11 | -15 | -1 | 3 | -23 | -1 | -4 | -5
O=C(NC1CCCCC1)C1CCN(c2nnnn2-c2ccccc2)CC1 | 7 | -4 | -4 | -4 | 2 | -5 | 12 | 22 | 5 | -4 | 2
COc1ccc(CCNC(=O)[C@@H]2C[C@H]2c2ccccc2)cc1OC | 16 | 6 | -18 | -2 | 6 | -10 | 5 | 6 | 8 | -6 | -5
CCc1nn2c(=O)cc(CSCC(=O)Nc3ccccc3F)nc2s1 | 5 | -2 | -5 | -15 | 18 | 1 | . | -3 | 16 | -4 | -25
O=C(NCCc1ccc(F)cc1)C(=O)NCC1CCCN1S(=O)(=O)c1ccccc1 (stereo not drawn) | -2 | -5 | 26 | 24 | 11 | 21 | 22 | 3 | 30 | -14 | 13
NS(=O)(=O)c1cccc(NC(=O)Cn2nc(C(=O)O)c3ccccc3c2=O)c1 | -5 | 4 | -9 | 4 | -9 | 0 | 25 | 15 | 5 | 7 | -12
CC1CCC2(CC1)NC(=O)N(CC(=O)Nc1ccc(F)cc1)C2=O (stereo not drawn) | 5 | 7 | -4 | 1 | 8 | 8 | -2 | 26 | -9 | -2 | -14
CCCCOc1ccccc1N | 13 | 4 | 13 | -30 | -2 | -7 | 4 | 3 | -7 | 7 | 4
O=C(Cn1c(C(=O)O)cc2ccccc21)c1ccccc1 | -13 | 16 | 5 | -4 | -5 | 10 | 9 | 7 | -3 | 1 | -2
O/N=C1\CCCCc2ccccc21 | 12 | -8 | 14 | 24 | 0 | 13 | 16 | -9 | 8 | -5 | -3
COc1ccc(S(=O)(=O)Cc2ccc(C(=O)NCc3ccccc3OC)o2)cc1 | 16 | 4 | -11 | 2 | 1 | 10 | 4 | 11 | 8 | 6 | 0

Further compounds follow:
SMILES | SRC3 inh | LMP1 NFkB inh | TROY signal inh | TWEAK Fn14 block | CF NFkB block | Shn3 3UTR inh | NR2F2 inh | LRH-1 inv ag | NCOA1 inh | KKLEB cytotox | C8 TRAIL sens
Cc1nc(C)c(C(=O)N2CCCC(C(=O)c3cc(F)ccc3F)C2)s1 (stereo not drawn) | 0 | 3 | 12 | 8 | 17 | -7 | -2 | 3 | 8 | -1 | 2
Cc1cc(C)cc(-n2c3ccc(NC(=S)NC4CCCCC4)cc3c(=O)n2C)c1 | 1 | . | 4 | -7 | 2 | 11 | 4 | -15 | -5 | -14 | 7
CC1(C)Cc2c(c(-c3ccccc3)nc3[nH][nH]c(=O)c23)CO1 | 9 | -2 | -13 | -4 | -8 | -7 | 2 | 12 | 13 | 15 | 14
O=C(Cc1ccc(-n2c(=O)[nH]c3ccsc3c2=O)cc1)N1CCN(c2ccc(Cl)cc2)CC1 | 11 | 16 | 21 | 6 | 12 | 5 | -2 | -15 | -1 | -9 | -1
CCCCCCn1cc(CN2CC(N3CCN(Cc4cccc(C)c4)CC3)CS2(=O)=O)nn1 (stereo not drawn) | . | . | -1 | 3 | . | . | 28 | 8 | . | . | 13
CN(CC(=O)Nc1ccc(F)cc1)C(=O)C1Cc2ccccc2CN1S(C)(=O)=O (stereo not drawn) | 8 | -4 | -9 | -10 | -1 | -8 | 0 | -12 | 0 | 2 | 1
Cc1cccc2cc(C(c3nnnn3C(C)(C)C)N3CCN(C(=O)c4ccco4)CC3)c(=O)[nH]c12 (stereo not drawn) | -3 | -2 | 5 | -1 | 16 | -17 | 18 | 4 | -10 | -4 | 9
Cc1cc2ncn(S(=O)(=O)c3ccc(S(=O)(=O)N4CCOCC4)cc3)c2cc1C | 7 | -6 | -5 | 2 | 2 | 7 | 4 | -8 | 14 | 0 | -28
CCOC(=O)c1c(S(=O)(=O)Nc2ccc(F)cc2Cl)c(C)n(C)c1C | -19 | 1 | -9 | -2 | 17 | 4 | -22 | -8 | 9 | -3 | -14
O=C(NCCCCNC(=O)c1cccs1)c1cccs1 | 13 | 4 | -15 | 12 | -14 | 6 | -16 | -4 | 7 | 7 | 24
NC(=O)c1nsc(C(=O)N(Cc2cccnc2)C(C(=O)NC2CCCCC2)c2ccc(F)cc2)c1N (stereo not drawn) | -9 | 0 | -5 | -15 | 5 | 0 | 20 | -2 | -4 | 2 | -8
COCC(=O)N(C)C1(c2nnnn2CCOC(=O)Nc2ccc(Cl)cc2)CCCCC1 | 7 | 3 | 5 | -5 | 13 | 2 | 0 | 13 | -17 | 3 | -5
COc1ccc(C2=NOC(c3nnc(-c4ccccc4)o3)C2)cc1 (stereo not drawn) | -9 | -4 | -55 | -7 | 4 | -34 | -8 | 7 | -5 | -5 | -11
Cc1cccc(C)c1NC(=S)NC(C)CCc1ccccc1 (stereo not drawn) | 18 | 1 | -11 | -38 | 3 | -11 | 9 | -8 | -14 | 3 | 12
COc1ccc(NCc2ccc([N+](=O)[O-])s2)c(OC)c1 | -9 | -8 | -5 | -4 | -11 | -10 | 4 | 33 | -8 | 6 | -11
COc1ccc2[nH]c(C(=O)NCCCn3ccnc3)cc2c1 | -13 | 6 | 7 | 19 | -15 | 16 | . | 3 | -2 | 4 | -10
CC1(C(=O)NS(=O)(=O)c2ccc(Cl)cc2)CCN1C(=O)Cc1cc(F)ccc1F (stereo not drawn) | -3 | . | -2 | -17 | -36 | 2 | 1 | 1 | -11 | 11 | 3
CC(=O)OCC(=O)C1=CCC2C3CCC4=CC(=O)C=CC4(C)C3(F)C(OC(C)=O)CC12C (stereo not drawn) | 4 | -4 | -11 | 29 | 36 | -40 | 9 | -15 | -24 | -4 | -5
O=C1c2[nH]nc(-c3ccccc3O)c2C(c2cccc(O)c2)N1Cc1ccco1 (stereo not drawn) | 1 | 1 | 33 | 13 | 7 | 11 | 6 | 3 | -40 | -7 | -14
CCO/N=C(\C)c1c(O)cc(C(C)C)n(-c2ccccc2)c1=O | 2 | -7 | 5 | 4 | 6 | -19 | 9 | 9 | -12 | -1 | -9
CC12CCC3c4ccc(OCC(=O)O)cc4CCC3C1CCC2=O (stereo not drawn) | 1 | -12 | -7 | -9 | 9 | -25 | 6 | -2 | -10 | 6 | 24
Cc1ccc(-n2c(C)c3c(C)nnc(C)c3c2C)cc1C | -13 | 11 | -14 | -12 | 2 | 68 | -15 | 3 | 8 | 10 | -7
O=C(NC1CCN(Cc2ccccc2)CC1)C1CCCN(c2nnc(-n3cccc3)s2)C1 (stereo not drawn) | -3 | 6 | 0 | -20 | 15 | 22 | -32 | -7 | 5 | 3 | 15
Cn1/c(=N\NC(=O)c2ccccc2Cl)sc2ccccc21 | -46 | -15 | -39 | -12 | 20 | -68 | -25 | -62 | -59 | 4 | 22
CCOc1ccc(C(=O)C[n+]2ccc(C(=O)NCc3ccccc3)cc2)cc1 | 5 | -1 | 2 | 1 | -14 | -7 | 3 | 1 | 8 | 3 | -6
Fc1ccccc1-c1ccc(/C=N/Nc2nc3ccccc3[nH]2)o1 | -86 | -19 | -74 | -22 | -8 | -60 | -51 | -168 | -60 | -55* | 79*

Profiles, quoted from the list:
Listed for COCCCNc1nc2c(c(=O)n(Cc3ccc(Cl)cc3)c(=O)n2C)n1C → SRC3 inh = -5; LMP1 NFkB inh = 4; TROY signal inh = 10; TWEAK Fn14 block = 1; CF NFkB block = -4; Shn3 3UTR inh = 20; NR2F2 inh = 10; LRH-1 inv ag = 0; NCOA1 inh = 4; KKLEB cytotox = -5; C8 TRAIL sens = -9
Listed for Cc1cccc(C)c1NC(=S)NC(C)CCc1ccccc1 (stereo not drawn) → SRC3 inh = 18; LMP1 NFkB inh = 1; TROY signal inh = -11; TWEAK Fn14 block = -38; CF NFkB block = 3; Shn3 3UTR inh = -11; NR2F2 inh = 9; LRH-1 inv ag = -8; NCOA1 inh = -14; KKLEB cytotox = 3; C8 TRAIL sens = 12

This is a subset; the hit share may differ from the screen's.
